# BaF3 tox: parental Ba/F3 viability inhibition as JAK2V617F counter-screen | CellTiter-Glo ATP luminescence | inhibition, % at 5.6 µM | 220,000 tested, 1.1% active | AID 1486;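 active = inhibition above a per-campaign cutoff, the mean inhibition of all tested compounds plus 3 SD, cut at about 27% in these data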;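 also: 0% = DMSO wells and 100% = JAK Inhibitor I control wells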
# Ba/F3 V617F tox: loss of viability in JAK2V617F-driven Ba/F3 cells; Ba/F3 EpoR-JAK2V617F viability, ATP luminescence; inhibition, % at 5.6 µM; 220,000 tested, 1.1% active; AID 1446;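 active = inhibition above the campaign mean plus 3 SD over all tested compounds, cut at about 24% in these data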;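 also: cytokine-independent growth of Ba/F3 cells driven by EpoR plus mutant JAK2; 0% = DMSO-treated cells and 100% = JAK inhibitor I control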
# TRPML3 ag: activates the human TRPML3 channel; 220,000 tested, 0.29% active; HEK293 TRPML3-YFP, Fluo-8 calcium fluorescence; 100% = the carbachol control signal; Q8TDD5; activation, % at 3 µM; AID 1448;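 active = activation above its plate's cutoff, the mean activation of the plate's test wells plus 3 SD, cut at about 12% in these data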;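 also: 0% = DMSO only wells and 100% = carbachol wells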
# Target sequence (Q8TDD5 whole entry, looked up): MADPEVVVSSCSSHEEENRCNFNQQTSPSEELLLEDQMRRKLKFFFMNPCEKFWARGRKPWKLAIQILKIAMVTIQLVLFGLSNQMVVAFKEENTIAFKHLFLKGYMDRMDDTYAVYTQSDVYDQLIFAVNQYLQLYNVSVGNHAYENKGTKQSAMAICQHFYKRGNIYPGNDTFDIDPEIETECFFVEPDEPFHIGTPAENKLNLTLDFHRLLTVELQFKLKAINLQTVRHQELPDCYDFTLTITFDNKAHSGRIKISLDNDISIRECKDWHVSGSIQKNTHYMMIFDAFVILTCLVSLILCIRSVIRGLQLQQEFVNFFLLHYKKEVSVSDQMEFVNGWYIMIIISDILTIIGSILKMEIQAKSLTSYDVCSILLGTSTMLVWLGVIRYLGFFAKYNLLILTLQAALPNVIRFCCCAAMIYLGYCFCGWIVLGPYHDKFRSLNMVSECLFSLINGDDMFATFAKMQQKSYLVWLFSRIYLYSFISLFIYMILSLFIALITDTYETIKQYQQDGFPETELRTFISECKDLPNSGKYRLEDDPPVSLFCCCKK
#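 Test system: TRPML3-YFP stable HEK293 cells. Doses: single point at 3 µM. Incubation: dye loading 1 h 37 °C then 30 min ambient, 125 s read. Signal: Fluo-8 calcium dye fluorescence, ex 470-495, em 515-575 nm. Measure: percent activation from peak-to-basal fluorescence ratio, scaled between DMSO and carbachol.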
# CHOP inh: CHOP inhibition in unfolded protein response; 220,000 tested, 3.8% active; CHO-K1 CHOP-promoter luciferase, tunicamycin-induced, 15-18 h; AID 2732; inhibition, % at 10 µM;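 active = compounds that reduced the stress-induced luciferase reporter signal by more than about 70% of percent inhibition, limit read from the data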;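 also: 0% = tunicamycin plus vehicle and 100% = wells without tunicamycin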
# TNF death inh: blocks TNF-alpha induced death of Jurkat FADD-/- cells | Jurkat FADD-/- TNF necroptosis rescue, ATP luminescence, 24 h; 0 = TNF only, 100 = no-TNF cells | activation (protection from cell death), % at 10 µM | 220,000 tested, 0.068% active | AID 463075;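 active = activation, meaning protection from cell death, of at least 50% relative to plate controls; inactive = activation below 50%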;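 also: necroptosis triggered by 40 ng/mL TNF-alpha added together with compound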
# Wee1 degr inh: inhibitors of human Wee1 degradation | P30291 | AID 1321 | HeLa Luc-Wee1K328M stability, luciferase luminescence; 100% = proteasome inhibitor MG132 effect | reporter increase, % at 5 µM | 220,000 tested, 1.2% active;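 active = activation above the mean of all tested compounds plus 3 SD, set per screening run, cut at about 8.8% in these data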;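 also: cells exposed to compound for 20 h before luminescence read; 0% = DMSO alone and 100% = MG132 at 30 µM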
# RBBP9 inh: inhibitors of human serine hydrolase RBBP9 | AID 1515 | O75884 | 220,000 tested, 0.2% active | recombinant RBBP9, FP-Rh probe fluorescence polarization | inhibition, % at 7.94 µM;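 active = inhibition above the campaign mean of all tested compounds plus 3 SD, cut at about 14% in these data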;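 also: plate controls were DMSO wells with RBBP9 for no effect and wells lacking RBBP9 protein for full effect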
# Target sequence (O75884 whole entry, looked up): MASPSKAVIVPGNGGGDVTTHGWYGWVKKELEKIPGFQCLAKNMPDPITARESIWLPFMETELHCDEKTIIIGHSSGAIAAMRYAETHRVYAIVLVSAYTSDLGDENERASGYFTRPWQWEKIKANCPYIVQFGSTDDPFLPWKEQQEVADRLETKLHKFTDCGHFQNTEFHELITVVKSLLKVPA
#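 Material: RBBP9 protein. Amount: RBBP9 at 2.5 µM in dispensed solution, before mixing. Schedule: 30 min then 45 min, 25 °C. Medium: Tris buffer pH 8.0, NaCl, Pluronic. Measured by: fluorescence polarization. Measure: percent inhibition from mP, scaled between DMSO and no-protein wells. Replication: one well per compound.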
# PPC-1+TRAIL kill: compounds killing PPC-1 cancer cells with TRAIL present (potentiator screen, no TRAIL-free arm); cell killing (% activity), % at 4 µM; AID 1443; 220,000 tested, 0.41% active; PPC-1 cells + TRAIL, ATPLite viability luminescence;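 active = cell killing above 50% in the first pass at 4 µM, then a duplicate retest at 5 µM averaging 50% or more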;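 also: plate controls were cells with TRAIL plus DMSO for no effect and medium-only wells lacking cells for full effect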
# zfTRPN1 agonist: zebrafish TRPN1 (NompC) channel agonism. HEK293 zebrafish TRPN1-YFP, Fluo-8 calcium fluorescence; 100% = response to 87 µM carbachol. activation, % at 3 µM. 220,000 tested, 0.18% active. AID 1424;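 active = activation above its plate's cutoff, the mean activation of test wells on that plate plus 3 SD, cut at about 19% in these data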;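 also: 0% = DMSO alone and 100% = 87 µM carbachol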
#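 Material: zebrafish TRPN1-YFP in HEK293 cells. Doses: one dose of 3 µM, 0.3% DMSO. Incubation: dye 1 h 37 °C plus 30 min RT. Measured by: intracellular calcium fluorescence with Fluo-8.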
# * hit, by the source's call; x = not tested or not shown; [ ] = remark or other dose. Rows were taken by chance; overall some 6.8% were active at least once.
mol	TNF death inh	RBBP9 inh	TRPML3 ag	zfTRPN1 agonist	Wee1 degr inh	BaF3 tox	CHOP inh	PPC-1+TRAIL kill	Ba/F3 V617F tox
Cc1c(C(=O)N2CCCC2)sc(NC(=O)c2ccccc2)c1C#N	-1.4	-6	0.0	1.1	-2	2	-3	5	-1
CC(=O)c1ccc(N2CCN(CC(=O)N(CC(C)C)c3c(N)n(CC(C)C)c(=O)[nH]c3=O)CC2)cc1	0.5	-6	0.8	0.5	0	3	13	16	-1
CCCCn1cnc2c1c(=O)n(CC(=O)c1cc(C)n(C)c1C)c(=O)n2CC(C)C	-5.3	-6	-0.1	1.9	1	5	19	-9	2
COc1ccc(C(=O)N=S2CCN(C(=O)c3ccc(Cl)cc3)CC2)cc1	1.5	-1	1.1	0.7	3	0	5	5	0
COc1ccc(C)cc1-n1nnnc1SCC(=O)c1ccc2c(c1)OCCO2	-3.1	-9	0.9	-0.4	1	-1	-2	2	-5
C/C(N)=C(/C#N)C(=O)CSc1nc2ccccc2c(=O)n1Cc1ccc(F)cc1	3.4	-15	0.7	0.1	-3	4	18	22	2
COc1nnc(-c2ccc(N3CCCCC3)c(NC(=O)C3CCCCC3)c2)c2ccccc12	-4.3	-4	0.9	-0.1	0	2	80*	17	-2
OCCC1CN(Cc2cc3c(cc2Cl)OCO3)CCN1C1CCCC1 (centres undefined)	1.0	2	1.1	0.0	-1	-1	20	13	0
COc1ccc(OC)c(NC(=O)c2ccc3nc(-c4ccccc4)c(-c4ccccc4)nc3c2)c1	1.2	5	0.5	1.6	-2	3	24	13	1
CCOC(=O)c1ccc(S(=O)(=O)N2CCN(CC(=O)NC(=O)NC3CCCCC3)CC2)cc1	-1.3	-1	1.0	-1.2	-1	1	24	0	-4
CC(=O)Nc1ccc(/C=C(\C#N)C(N)=O)cc1	0.3	1	0.4	1.2	3	0	-4	18	2
COc1c(C)cccc1C(=O)Nc1ccc(N2CCN(S(C)(=O)=O)CC2)cc1	-4.3	0	0.4	-0.1	-3	-1	-50	-4	-4
CCCc1[nH]nc2c1C(c1cccc(OC)c1)C(C#N)=C(N)O2 (centres undefined)	-2.5	-7	0.8	0.3	2	3	22	12	-2
CCCC1=[N+](CC(=O)c2ccccc2)CCn2c(C)ccc21	-2.3	0	-0.2	0.1	5	27*	-2	13	32*
CCCc1nnc(SCC(=O)N2C(C)CCCC2C)n1CCCOC (centres undefined)	-0.9	-2	0.5	1.3	-2	1	35	-18	1
O=C(CSc1nc2ccccc2[nH]1)c1ccco1	-2.8	-4	0.7	-0.3	4	2	-3	14	0
O=C(CN(C(=O)c1ccco1)c1cccc(F)c1)NCc1ccc(F)cc1	0.4	4	-1.0	-1.8	-1	-1	10	12	-3
Cc1nn(Cc2ccccc2Cl)c2sc(C(=O)NC(C)(C)C)cc12	-3.0	-5	-0.7	-0.5	1	3	27	6	-2
Cn1nnnc1Sc1ncnc2scc(-c3ccc(F)cc3)c12	-2.0	-4	1.3	-0.7	1	7	-22	x	27*
CCOC(=O)N1CCN(c2nc(-c3cccc(OC)c3)cc(C(F)(F)F)n2)CC1	-0.2	4	0.7	-0.5	-1	-1	60	1	-4
CC(C)n1cc(CN2CCN(CCc3ccccc3)C(CCO)C2)cn1 (centres undefined)	1.0	-2	0.8	-0.9	3	1	8	24	-4
O=[N+]([O-])c1cc(/C=N/NC(=S)Nc2ccccc2Cl)ccc1Cl	3.7	-7	0.5	-0.3	0	0	-93	37[5 µM]	-3
Cc1[nH]c2ccccc2c1N=Nc1c(C)n(C)n(-c2ccccc2)c1=O	0.4	-1	0.9	0.1	0	4	-9	4	0
C/C(=N\NC(=O)c1nn(C)cc1Cl)c1ccncc1	1.3	-9	0.5	0.3	2	4	-2	13	2
O=C(CCSCc1cccc(Cl)c1)NC1CCCC1	1.8	3	-0.8	-1.0	-1	7	0	-7	-1
COc1ccc(NC(=O)C2C3C=CC4(CN(Cc5cccnc5)C(=O)C24)O3)c(OC)c1 (centres undefined)	1.2	-5	0.3	0.1	-2	3	-8	6	-3
Nc1[nH]n(-c2ccccc2)c(=O)c1N=Nc1ccc2ncsc2c1	-0.8	19*	-1.0	-1.8	1	5	0	6	0
Cn1c(=O)c2cc(S(=O)(=O)NC(C(=O)Nc3cccnc3)c3ccccc3)ccc2n(C)c1=O (centres undefined)	-0.8	-3	0.5	1.1	1	7	10	9	-3
Cc1ccc(CN2CCN(Cc3cccn3-c3ccccn3)CC2CCO)cc1 (centres undefined)	1.5	-8	0.9	-0.7	0	7	14	7	3
Cc1cc(C)n(-c2nc(NCCC(C)C)c3c4c(sc3n2)COC(C)(C)C4)n1	-1.9	-7	0.4	-0.6	1	1	44	17	-5
C=CCNC(=O)Nc1ccc2nc(C)sc2c1	-0.7	-2	0.5	1.3	1	8	-1	6	1
CC1=NNC(=O)C1CCC(=O)N/N=C/C(Br)=C/c1ccccc1 (centres undefined)	1.0	-6	0.2	-1.6	-3	2	13	-9	-1
CN(C)c1ccc(S(=O)(=O)NCC(=O)OCC(=O)Nc2cc(Cl)cc(Cl)c2)cc1[N+](=O)[O-]	1.4	-5	1.0	-1.9	0	6	67	-2	-1
O=C(NCCCCNC(=O)C(F)(F)F)C(F)(F)F	-0.2	-9	0.9	1.1	2	6	-5	11	-1
Cc1cc2nc3c(=O)[nH]c(=O)[nH]c3nc2c([N+](=O)[O-])c1N	0.1	1	12*	15	-2	-2	0	14	-3
COc1ccc(OC)c(NC(=O)CSc2nnc(CNC(=O)c3ccco3)o2)c1	0.5	9	0.8	0.2	-1	10	2	19	2
C=CCn1c(CC(C)(C)C)nc2ccccc21	0.8	-6	0.6	-0.5	-1	5	8	11	2
COc1cc(C2=NOC(C(=O)Nc3ccc(C(C)=O)cc3)C2)cc(OC)c1OC (centres undefined)	1.6	-3	0.6	-0.1	-1	1	-25	-5	-3
CCOC(=O)CSc1nnc(CNC(=O)c2ccco2)n1C	-3.2	-3	0.5	-0.2	-4	6	-16	18	1
O=C(CN1c2ccccc2Sc2ccccc21)N/N=C/c1ccc(Cl)cc1	-0.9	-3	0.2	-2.5	4	-2	3	15	1
Cn1c2c(c(=O)n(C)c1=O)C(NS(=O)(=O)c1ccccc1)(C(F)(F)F)C(=O)N2 (centres undefined)	-2.7	-10	0.7	0.9	-5	0	6	-12	-1
CCn1cc(CNC(=O)c2cc(-c3cc(OC)ccc3OC)nc3ccccc23)c(C)n1	1.8	-6	0.3	2.1	1	7	-7	11	4
O=C(NC(=S)Nc1ccccc1C(F)(F)F)c1ccccc1F	-1.9	3	-0.9	0.3	0	4	-7	-23	1
CCC(C)(C)n1nnnc1C(c1cccs1)N1CCc2ccccc21 (centres undefined)	1.6	-8	-2.2	-2.9	-1	5	29	-6	0
CCOC(=O)c1c(N)sc(C(=O)Nc2ccccc2)c1C	-4.5	2	0.4	-0.7	-1	3	-21	46	-2
CCOC(=O)C1(Cc2ccc(OC)cc2)CCN(C(=O)CCc2cccnc2)CC1	0.8	-3	0.8	1.4	-1	2	27	6	-3
COc1ccc(S(=O)(=O)NC(CC(=O)NCc2ccc3c(c2)OCO3)c2ccco2)cc1 (centres undefined)	-0.2	-5	0.5	-1.0	0	2	33	1	-3
Clc1ccccc1CN(Cc1ccccc1)c1ncnc2nc[nH]c12	-3.3	-5	-0.3	-1.0	4	1	107*	13	0
Cc1cc(C)cc(Nc2ncnc3nc[nH]c23)c1	-1.0	-7	-0.7	-2.9	2	-2	-14	20	4
O=C(N/N=C/c1c(O)n(-c2ccccc2Cl)c(=O)c2ccccc12)c1cccnc1	0.0	1	1.0	2.3	0	6	8	4	-1
CCOC(=O)C(CCCOc1cccc(CC)c1)C(=O)OCC	1.2	-2	0.3	-0.1	-2	-2	11	1	-4
Cc1ccc2nc(SCc3nnc(-c4ccccc4)o3)[nH]c2c1	-1.0	-8	-0.8	-1.9	0	5	26	0	-2
Cc1cc(C(=O)CSc2nnnn2C)c(C)n1-c1ccc2c(c1)OCCO2	-2.2	-6	0.0	-0.1	1	4	27	15	-5
Cc1nc2c(C(=O)NCc3cccs3)cnn2c(C)c1Cc1ccccc1	1.2	-6	0.4	-1.2	-2	4	43	10	3
O=C(O)CSCC(=O)N1CCN(S(=O)(=O)c2ccccc2)CC1	0.5	1	-1.0	-0.7	-1	2	8	-10	-5
CSc1nc(O)c(C(c2cccc([N+](=O)[O-])c2)c2c(O)nc(SC)[nH]c2=O)c(=O)[nH]1	0.8	4	0.7	-0.8	-3	5	18	5	1
COc1ccc(CCNC(=O)Cn2nnc3ccccc3c2=O)cc1	-0.5	-7	-0.3	-0.1	-2	5	-14	9	-4
CCN1CCN(CCCN(Cc2ccco2)C(=S)Nc2ccc(Cl)cc2)CC1	1.2	0	1.4	1.0	-2	29*	21	18	36*
CCCCC(=O)NNC(=S)NCc1ccccc1	-1.0	-4	-0.7	1.6	2	6	4	12	2
Cc1ccccc1C(=O)Nc1ccc(C(=O)N/N=C/c2ccc(F)cc2)cc1	-0.2	-11	0.4	2.0	0	11	14	16	6

# Continuation:
mol	TNF death inh	RBBP9 inh	TRPML3 ag	zfTRPN1 agonist	Wee1 degr inh	BaF3 tox	CHOP inh	PPC-1+TRAIL kill	Ba/F3 V617F tox
Cc1cc2ncc(-c3cccc(Cl)c3)cn2n1	1.2	-8	-0.3	-0.8	-1	-2	8	4	-2
C/C(=N\N1C(=O)c2ccccc2C1=O)c1cccc([N+](=O)[O-])c1	-1.2	2	-0.7	1.0	4	3	-4	23	-3
COc1ccc(Oc2ccccc2/C=C/C(=O)O)cc1	-3.6	-11	0.3	-1.2	-4	2	0	2	-1
CC1=C(C(=O)OCC(C)C)C(c2ccc(Br)s2)NC(=O)N1 (centres undefined)	-2.3	-2	0.1	-0.5	2	6	42	-34	1
CN1CCN(C(=O)C2=C[C@H](c3coc4ccccc4c3=O)C[C@H](OCc3ccc(CO)cc3)O2)CC1	2.5	0	0.3	-0.1	1	-3	29	10	-3
NC(=O)[C@@H]1CCNc2c(I)cc([N+](=O)[O-])cc2C(=O)N[C@@H](CO)C(=O)N[C@@H](Cc2ccc(O)cc2)C(=O)N1	0.2	-8	0.0	-0.1	3	3	1	24	3

# Screening data: PubChem, several laboratories
